Screens: PubChem, National Center for Advancing Translational Sciences (NCATS)
PI4K2A block – qHTS for small molecular inhibitors of PI4K2A. Phosphatidylinositol 4-kinase type 2-alpha (Homo sapiens), Q9BTU6. purified PI4K2A, ADP-Glo luminescence, 1 h; active compounds read low. activity change, negative = inhibition, % at 76.9 µM. actives 0.13% (n = 420,000); in the data active means activity change below about -50%; inconclusive means mostly about -30% to -49%;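 further: -100% = wells without enzyme as full effect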
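PI4K2A activity was measured by ADP-Glo luminescence: enzyme (4 ug/mL stock) and phosphatidylinositol (1.2 mM stock) in Tris pH 7.5/MgCl2/EGTA/Triton X-100 buffer were reacted with ATP (300 microM stock) for one hour at ambient temperature.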
Pin1 inhibitor – qHTS Assay to Find Inhibitors of Pin1; Potency, µM (titrated, usually from 115 µM), for inactives: at the top dose activity, negative = inhibition, usual class: inhibitors; actives 0.009% (n = 390,000); AID 504891, 2011; Pin1 FP peptide displacement, HiFluor488, 10 min; Peptidyl-prolyl cis-trans isomerase NIMA-interacting 1 (Homo sapiens), Q13526; active means well fitted inhibition curve with a large enough effect in the polarisation, with a control signal flat, not every such curve was filed as active; inconclusive means small, poorly fitted or top-dose-only effect, or effect the other way, or a change in a side signal; inactive means no such curve, though single readings can be large or run the other way; the % refers to the polarisation; further: potency means the concentration at half of the fitted maximal effect; on the % scale 0 is the no-effect control and ±100 the full control effect
Target sequence (Q13526 whole entry, looked up): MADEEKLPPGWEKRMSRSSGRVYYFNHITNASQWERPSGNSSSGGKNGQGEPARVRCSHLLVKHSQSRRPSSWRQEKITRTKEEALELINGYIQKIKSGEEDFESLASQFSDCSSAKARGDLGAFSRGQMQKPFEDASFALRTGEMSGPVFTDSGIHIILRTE
ERG-DNA inh – qHTS for Small Molecule Inhibitors of the ERG Ets/DNA interaction. Transcriptional regulator ERG (Homo sapiens), P11308. fluorescence polarization, His-ERG Ets domain / labelled DNA. Potency, µM (series often up to 76.9 µM), for inactives: at the highest dose FP activity, negative = inhibition, usual class: inhibitors. actives 0.028% (n = 370,000); active means well fitted inhibition curve with a large enough effect in the polarisation, with a control signal flat; inconclusive means small, poorly fitted or top-dose-only effect, or effect the other way, or a change in a side signal; inactive means no such curve, though single readings can be large or run the other way; the % refers to the polarisation;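 further: polarization taken with two DNA probes labelled with fluorescein and Texas red; potency means the concentration at half of the fitted maximal effect; % of control where 0% means no effect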
Target sequence (P11308 whole entry, looked up, the tested form may be a part): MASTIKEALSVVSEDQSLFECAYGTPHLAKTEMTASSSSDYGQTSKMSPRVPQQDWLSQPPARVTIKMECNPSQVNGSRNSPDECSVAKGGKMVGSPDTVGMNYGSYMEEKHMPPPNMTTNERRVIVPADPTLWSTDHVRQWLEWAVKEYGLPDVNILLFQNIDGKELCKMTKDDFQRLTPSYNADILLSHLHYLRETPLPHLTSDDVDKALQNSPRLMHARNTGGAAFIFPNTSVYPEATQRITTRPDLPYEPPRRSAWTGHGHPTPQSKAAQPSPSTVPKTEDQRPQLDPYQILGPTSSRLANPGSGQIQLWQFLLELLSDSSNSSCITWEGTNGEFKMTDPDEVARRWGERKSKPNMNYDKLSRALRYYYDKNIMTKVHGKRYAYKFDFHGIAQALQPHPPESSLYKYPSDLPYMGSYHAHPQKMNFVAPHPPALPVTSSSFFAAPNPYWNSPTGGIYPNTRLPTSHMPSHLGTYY
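His-tagged ERG Ets domain (1 uM in the protein solution; 300mM KCl, 50mM Tris-HCl, 1mM EDTA, 1mM DTT, pH 7.5) received compound, then a probe mix of 5 nM fluorescein-DNA and 100nM Texas-615-DNA. Fluorescence polarization was read for both dyes.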
G9a block – qHTS Assay for Inhibitors of Histone Lysine Methyltransferase G9a; Histone-lysine N-methyltransferase EHMT2 (Homo sapiens), Q96KQ7; actives 8.8% (n = 350,000); G9a H3K9 monomethylation, AlphaScreen, 2 h; Potency, µM (highest dose often 102 µM), for inactives: top-dose activity, negative = inhibition, actives largely listed as inhibitors; AID 504332, 2011; further: potency means the concentration at half of the fitted maximal effect; on the % scale 0 is the no-effect control and ±100 the full control effect; nearly all actives have a fitted effect of over 75% in size
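Signal arises when biotinylated H3K9 peptide, once monomethylated, bridges streptavidin donor and antibody-captured acceptor beads. Enzyme at 20 nM was preincubated 15 min with test compounds; peptide 500 nM and SAM 20 uM then reacted for 2 h.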
JMJD2A Tudor – qHTS Assay for Inhibitors of JMJD2A-Tudor Domain; AID 504339, 2011; Lysine-specific demethylase 4A (Homo sapiens), O75164; AlphaScreen JMJD2A-Tudor / H3K4me3 peptide binding; Potency, µM (doses to about 114 µM), without a hit: top-dose activity change, negative = inhibition, actives largely listed as inhibitors; actives 4.4% (n = 390,000); further: potency means the concentration at half of the fitted maximal effect; on the % scale 0 is the no-effect control and ±100 the full control effect; nearly all actives have a fitted effect of over 50% in size
BAZ2B inh – qHTS Assay for Inhibitors of BAZ2B | AlphaScreen BAZ2B-H3K14Ac peptide displacement | Potency, µM (doses to about 114 µM), inactives show at the top dose activity change, negative = inhibition, usual class: inhibitors | Bromodomain adjacent to zinc finger domain protein 2B (Homo sapiens), Q9UIF8 | actives 4.4% (n = 360,000); further: potency means the concentration at half of the fitted maximal effect; on the % scale 0 is the no-effect control and ±100 the full control effect; nearly all actives have a fitted effect of over 60% in size
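BAZ2B 50 nM plus b-H3(5-23)K14Ac 50 nM, PBS pH 7.4/0.01% Tween-20, 30 min RT; compound added (max 110 uM), 30 min RT; streptavidin donor/Ni-chelate acceptor beads 10 ug/mL final, 20 min dark; AlphaScreen read.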
GLS inh – qHTS for Inhibitors of Glutaminase (GLS); Glutaminase kidney isoform, mitochondrial (Homo sapiens), O94925; GLS enzymatic activity, qHTS titration; Potency, µM (highest dose often 45.5 µM), inactives show top-dose activity change, negative = inhibition, actives largely listed as inhibitors; actives 0.21% (n = 410,000); further: potency means the concentration at half of the fitted maximal effect; on the % scale 0 is the no-effect control and ±100 the full control effect
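hKGA in 45 mM KH2PO4 pH 8.2, 0.02% Tween-20 with pin-transferred compounds; 1 mM L-glutamine (stock) plus glutamate oxidase/HRP/Amplex Red coupling added. Fluorescence read initially and after 30 min at RT.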
PGK inhibitor – qHTS Assay to Find Inhibitors of Phosphoglycerate Kinase; AID 602233, 2012; Potency, µM (titrated, usually from 57.5 µM), for the others: top-dose activity change, negative = inhibition, actives largely listed as inhibitors; PGK/GAPDH coupled, Kinase-Glo luminescence, 60 min; actives 0.043% (n = 380,000); Phosphoglycerate kinase, glycosomal (Trypanosoma brucei brucei), P07378; further: potency means the concentration at half of the fitted maximal effect; on the % scale 0 is the no-effect control and ±100 the full control effect; nearly all actives have a fitted effect of over 60% in size
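Luminescent ATP detection (Kinase-Glo Plus) follows a 60-minute room-temperature incubation, with wells lacking PGK as controls. Buffer: 100 mM TEA (pH 7.6), 5 mM MgCl2, 0.01% Tween-20. Coupling enzyme GAPDH (100 nM final) supplies unstable 1,3-BPG in-well.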
HP1b binding inh – HTS for Inhibitors of HP1-beta Chromodomain Interactions with Methylated Histone Tails. Chromobox protein homolog 1 (Homo sapiens), P83916. AlphaScreen HP1-beta / biotin-H3K9me3 peptide binding. Potency, µM (series often up to 114 µM), for the others: top-dose activity change, negative = inhibition, actives largely listed as inhibitors. actives 0.56% (n = 390,000). AID 540317, 2011; further: potency means the concentration at half of the fitted maximal effect; nearly all actives have a fitted effect of over 70% in size; inactives centre near 23
Target sequence (P83916 whole entry, looked up): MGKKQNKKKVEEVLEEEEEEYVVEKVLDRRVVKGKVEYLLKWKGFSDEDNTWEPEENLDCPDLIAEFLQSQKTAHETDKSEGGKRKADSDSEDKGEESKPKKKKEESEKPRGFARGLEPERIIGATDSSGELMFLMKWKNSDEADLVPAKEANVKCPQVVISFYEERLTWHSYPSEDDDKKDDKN
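Compound inhibition of the preformed complex between 50 nM HP1-beta and 50 nM biotinylated H3K9me3 peptide was read by AlphaScreen. Buffer was PBS pH 7.4 with 0.01% Tween-20. Incubations ran 30 min at room temperature, with 10 ug/mL donor/acceptor beads.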
* marks the source's active call; other numbers are inactive results; i = inactive; ? = inconclusive; . = not tested or not shown; [ ] = another dose, or the depositor's remark. Unless noted, the call rests on the fitted dose curve; in most records, active means well fitted curve in the direction sought with a large enough effect; inconclusive means small, poorly fitted or top-dose-only effect, or another doubt; inactive means no such curve, though single readings can be large; an effect the other way counts as inactive or inconclusive.

SMILES | PI4K2A block | Pin1 inhibitor | ERG-DNA inh | G9a block | JMJD2A Tudor | BAZ2B inh | GLS inh | PGK inhibitor | HP1b binding inh
CCCCCn1cc2c(c1-c1ccccc1Br)c(=O)n(C)c(=O)n2C | -2 | 2% | -6% | -36%[59 µM] | ? | -34% | -4% | i | -8%
COc1ccc(-c2c(C)c3ccc(O)c(CN4CCCCC4C)c3oc2=O)cc1OC (stereo unspecified) | 3 | 7% | -1% | 7%[59 µM] | 3% | 10% | 4% | i | 24%[57 µM]
Cc1nc2cc(NC(=O)CSc3nc4c(C)cccc4cc3C#N)ccc2s1 | -3 | 26% | 11% | ? | -16% | 9% | 13% | -1% | 21%
COc1ccc(-c2noc(CCC(=O)N3CCN(Cc4ccccc4)CC3)n2)cc1 | 4 | 2% | 2% | ? | -11% | -6% | 2% | -10% | 3%
NC1=NC(=O)C(Cc2cc(Cl)ccc2Cl)S1 (stereo unspecified) | 1 | 4% | -6% | 3% | -1% | -25%[57.1 µM] | -1% | 14% | 28%
CCc1ccccc1NC(=O)Cn1nc(-c2cc(C)ccc2C)c2c(c1=O)CCCC2 | 2 | -10% | 0% | -5%[59 µM] | -13% | -6% | 11% | 4% | 18%
COc1ccc(Cl)cc1C=CC=NNS(=O)(=O)c1ccc(C)cc1 | 14 | -2% | -23% | . | -31% | . | -8% | i | 20%
N#Cc1ccc(NC(=O)Cn2cnc(S(=O)(=O)N3CCc4ccccc43)c2)cc1 | 3 | 4% | 4% | 22% | -10% | -25% | -4% | -3% | 31%[activator]
C=C(C)c1cccc(C(C)(C)NC(=O)N2CCCCC2CC)c1 (stereo unspecified) | 0 | 5% | 3% | ? | -7% | 7% | 11% | -1% | 40%
O=C(NCC1CCCO1)NC1CCCCC1 (stereo unspecified) | 4 | 3% | 7% | -1%[59 µM] | -5% | -3% | -5% | i | ?
C#CCOCCOCCOCCNc1nc(N2CCOCC2)nc(N2CCN(C(=O)[C@H]([C@@H](C)O)n3cc(CCCCN)nn3)CC2)n1 | 1 | -5% | 10% | 45µM* | -15% | ? | 0% | 9% | 19%
CC(C)c1ccc(NC(=O)c2cc(S(=O)(=O)N3CCCCC3)cn2C)cc1 | 3 | -1% | 10% | 4%[59 µM] | -19% | -2% | 4% | -1% | 22%[57 µM]
CN(C(=O)CSc1nnc(-c2c[nH]c3ccccc23)o1)C1CCS(=O)(=O)C1 (stereo unspecified) | 4 | 3% | 6% | 4% | -13% | 0% | 5% | 2% | 35%
COc1ccccc1C(=O)Nc1sc2c(c1C(=O)NCc1ccco1)CCCC2 | -3 | 1% | -7% | 25%[12.7 µM] | -1% | -4% | -10% | -2% | 39%
COc1cccc(-c2nn(C)c3sc(C(=O)NCCCN(C)Cc4ccccc4)cc23)c1 | 3 | -2% | 13% | -13% | ? | -16% | 9% | -4% | -15%
Cc1cc(C)nc(N/N=C/c2cn[nH]c2-c2ccc(F)cc2)n1 | -2 | 1% | -18% | 10% | -14% | -19% | -27% | -6% | 28%
O=C(N/C(=C/c1cccc([N+](=O)[O-])c1)C(=O)N1CCCCC1)c1ccco1 | 2 | 0% | 7% | ? | -13% | -34% | 3% | -9% | 5%
Cc1cc2nn(-c3ccc(F)cc3)nc2cc1NC(=O)c1cccc2ccccc12 | 4 | 1% | -1% | 0%[59 µM] | 5% | -12% | -23% | 9% | 24%
CC(=O)NC12CC3CC(C1)CC(C(=O)Nc1nc4ccc(S(C)(=O)=O)cc4s1)(C3)C2 | -2 | -6% | -1% | ? | -4% | -17% | 0% | 4% | 23%
COc1ccc(NC(=O)CN(C)S(=O)(=O)c2ccc(Cl)cc2)cc1Cl | -1 | -1% | 7% | 2%[59 µM] | -5% | -1% | -6% | -6% | 13%
Cc1ccc(C(=O)Nc2cnc3ccccc3c2)cc1 | -28 | -2% | 2% | 7%[59 µM] | 3% | 4% | -7% | i | 45%[activator]
O=C(CN(C(=O)CNC(=O)c1cccs1)c1ccc2c(c1)OCCO2)NC1CCCC1 | -3 | -3% | . | 13%[59 µM] | -12% | -1% | -2% | . | -2%
Cc1ccc(-c2csc3ncnc(-n4nnc5ccccc54)c23)cc1C | 1 | 7% | -14% | 6%[59 µM] | 12% | 5% | 6% | 4% | 58%[activator]
CCc1cccc(CC)c1NC(=O)CN1CC(C)SC1=NC1CCCCC1 (stereo unspecified) | -2 | 5% | 0% | 26%[0.501 µM] | -2% | -5% | 6% | -4% | 34%
CCC(=O)c1ccc(OC(C)C(=O)NC2(C#N)CCCCC2)cc1 (stereo unspecified) | 3 | -2% | -2% | 3% | -24% | -13% | -6% | -3% | 42%[activator]
(next part)
SMILES | PI4K2A block | Pin1 inhibitor | ERG-DNA inh | G9a block | JMJD2A Tudor | BAZ2B inh | GLS inh | PGK inhibitor | HP1b binding inh
Cc1cccc(CCNC(=O)C2CCCN(c3ncnc4c3nc3n4CCCCC3)C2)c1 (stereo unspecified) | 5 | 6% | -9% | -5% | -6% | -18% | -11% | -6% | 36%
O=C(COc1ccccc1-c1ccccc1)Nc1ccc(S(=O)(=O)NCc2ccco2)cc1 | -2 | 33%[activator] | -2% | 7% | -15% | 1% | -5% | -1% | 37%
CCOCCCN(CC(=O)NC1CCCC1)C(=O)C(=O)Nc1ccc2c(c1)OCCO2 | -2 | -4% | 2% | 3% | -11% | -4% | ? | 6% | 11%
Cc1cc(S(=O)(=O)NC2CCCCC2)ccc1OCC(=O)NCc1ccccn1 | -9 | 5% | 5% | 10%[59 µM] | 28µM* | -27% | 4% | -7% | 21%
CC1CC(=O)N(CC(=O)NCc2ccc3c(c2)OCO3)c2ccccc2S1 (stereo unspecified) | 2 | -13% | -2% | 8%[59 µM] | -12% | -6% | -1% | -7% | 26%
COc1ccc(OC)c(NC(=O)C2CCCN(S(=O)(=O)c3ccc4c(c3)CCCC(=O)N4)C2)c1 (stereo unspecified) | -3 | -17% | 0% | -27%[59 µM] | -25% | 0%[57.1 µM] | 5% | i | 24%
Cc1cc(S(=O)(=O)N2CCOCC2)ccc1OCC(=O)Nc1cccc(F)c1 | -16 | 0% | -6% | -4% | -31% | 6% | -3% | 7% | 14%
O=C(N1CCN(c2ccccc2)CC1)C(F)(F)C(F)(F)F | -5 | 0% | -1% | -1%[59 µM] | -2% | 1% | 29% | 0% | 35%
O=[N+]([O-])c1cccc(-c2ccc(SCc3cccnc3)nn2)c1 | -5 | -1% | -10% | -5% | -20% | ? | 4% | 5% | 7%
O=[N+]([O-])c1cc(Br)c2nsnc2c1N1CCOCC1 | 3 | 2% | -4% | . | 40µM* | 32µM* | 0% | -1% | 20µM*
Cc1ccc(NC(=O)C(C)OC(=O)c2cc(=O)[nH]c3ccccc23)cc1S(=O)(=O)N1CCOCC1 (stereo unspecified) | -18 | ? | -4% | . | -32% | . | -1% | -7% | -7%
O=C(O)c1ccc2c(c1)C(=O)N(CCC1=CCCCC1)C2=O | -6 | 1% | -18% | -2%[12.7 µM] | 4% | 1% | -6% | 1% | 20%
CCN(CC)c1cc(C)c(C#N)c2nc3ccccc3n12 | -14 | 2% | 1% | 36% | -4% | 6% | 11% | -1% | 7%
CCOC(=O)CC1NC(=O)c2ccccc21 (stereo unspecified) | 6 | 1% | -4% | -1% | 0% | -30% | 13% | 8% | 19%
COCc1cc(=O)[nH]c(Nc2nc3ccc(C)cc3o2)n1 | -2 | 1% | 3% | 31%[59 µM] | -21% | ? | 16% | i | 52%[activator]
O=C(NNC(=O)c1ccccc1O)c1ccccc1O | -4 | -2% | -6% | . | -21% | . | 32%[activator] | -1% | 32%
CC(C)CCOc1ccccc1Cn1c(=O)sc2ccccc21 | -1 | 0% | 3% | 424%[activator][59 µM] | 131%[activator] | 388%[activator] | -2% | -9% | 274%[activator]
C=CCn1c(SCC(=O)Nc2ccc(O)cc2)nc2sc(C)c(C)c2c1=O | 0 | -6% | 17% | . | -24% | . | 10% | i | -9%[57 µM]
CCOC(=O)c1ccc(NC(=O)COc2ccc(S(=O)(=O)NC(C)(C)C)cc2)cc1 | -3 | -6% | -9% | 5%[59 µM] | 2% | 9% | -3% | -5% | 42%
O=C(CNc1n[nH]c(=O)[nH]c1=O)N/N=C/C1CC=CCC1 (stereo unspecified) | -7 | -5% | 12% | 26% | -14% | -3% | 3% | -3% | -17%
Cc1ccccc1Nc1nn2c(=O)c3ccccc3nc2s1 | -3 | 2% | 1% | 16%[59 µM] | -2% | 8% | -3% | -9% | 60%[activator]

Rows are unselected (roughly 11% active in at least one column).
